# 697 NFkB inh: lowers PMA/ionomycin-induced NF-kB signal in 697 B cells; 697 B-cell NF-kB luciferase reporter, 16 h; 330,000 tested, 0.33% active; inhibition, % at 4 µM; in the data active = inhibition above about 35%
# CCR6 antagonist: blocks CCL20-driven beta-arrestin recruitment at human CCR6; 340,000 tested, 0.49% active; inhibition, % at 20 µM; CHO-K1 CCR6 PathHunter beta-arrestin, luminescence, CCL20-stimulated; AID 493098;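 active = compounds whose inhibition of the agonist-driven luminescence signal at 20 µM reaches about 50%, limit read from the data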;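 also: cells stimulated with CCL20 at 14 nM final; plate controls were DMSO with CCL20 for no effect and DMSO without agonist for full effect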
# Target sequence (P51684 whole entry, looked up): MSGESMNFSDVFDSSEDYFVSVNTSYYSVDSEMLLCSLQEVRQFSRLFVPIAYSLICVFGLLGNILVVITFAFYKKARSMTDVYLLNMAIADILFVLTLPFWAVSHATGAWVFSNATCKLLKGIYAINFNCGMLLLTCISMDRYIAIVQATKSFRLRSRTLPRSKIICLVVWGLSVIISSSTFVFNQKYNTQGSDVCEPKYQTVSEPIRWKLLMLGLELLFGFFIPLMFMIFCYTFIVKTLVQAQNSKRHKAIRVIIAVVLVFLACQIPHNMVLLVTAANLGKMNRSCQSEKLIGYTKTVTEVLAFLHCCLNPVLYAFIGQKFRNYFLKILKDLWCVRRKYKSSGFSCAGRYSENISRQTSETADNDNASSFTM
# Jurkat NFkB inh: lowers PMA/ionomycin-induced NF-kB signal in Jurkat cells | PMA/ionomycin-induced NF-kB luciferase reporter, luminescence | inhibition, % at 4 µM | 330,000 tested, 0.53% active
# Gli-Sufu antag: blocks Gli-Sufu signaling in a luciferase reporter; 340,000 tested, 0.74% active; Sufu-KO-LIGHT fibroblasts, Gli luciferase reporter luminescence; inhibition, % at 5 µM;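 active = inhibition above about 55%, limit read from the data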;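 also: 0% = DMSO-treated cells and 100% = wells with medium but no cells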
# Apaf1 inhib: blocks human Apaf-1 apoptosome activity. O14727. reconstituted apoptosome caspase-3 activity, DEVD-Rh110 fluorescence. inhibition, % at 20 µM. 330,000 tested, 0.71% active; active = inhibition of at least 40% at 20 µM;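 also: plate controls were DMSO wells for no effect and DEVD-CHO caspase inhibitor wells for full effect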
#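 Material: reconstituted apoptosome with Apaf-1, cytochrome c, caspase-9, procaspase-3, dATP / Buffer or medium: pH 7.5 Hepes buffer with CHAPS, BSA, DTT / Also added: cytochrome c with DEVD-Rh110 / Schedule: compound with Apaf-1, dATP, procaspase-3 30 min, then 50 min reaction, room temperature / Technique: rhodamine 110 fluorescence at Ex 480/Em 540 nm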
# EBI2 block: antagonists of human EBI2 receptor | P32249 | EBI2 beta-arrestin recruitment, luminescence, 7a,25-OHC stimulated | inhibition, % at 5 µM | 360,000 tested, 0.81% active | AID 651636; in the data active = inhibition above about 38%;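 also: enzyme fragment complementation signal reports receptor beta-arrestin coupling in cells; 0% = agonist plus DMSO wells and 100% = wells without agonist; some results beyond the cut were filed as inactive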
# Target sequence (P32249 whole entry, looked up, the tested form may be a part): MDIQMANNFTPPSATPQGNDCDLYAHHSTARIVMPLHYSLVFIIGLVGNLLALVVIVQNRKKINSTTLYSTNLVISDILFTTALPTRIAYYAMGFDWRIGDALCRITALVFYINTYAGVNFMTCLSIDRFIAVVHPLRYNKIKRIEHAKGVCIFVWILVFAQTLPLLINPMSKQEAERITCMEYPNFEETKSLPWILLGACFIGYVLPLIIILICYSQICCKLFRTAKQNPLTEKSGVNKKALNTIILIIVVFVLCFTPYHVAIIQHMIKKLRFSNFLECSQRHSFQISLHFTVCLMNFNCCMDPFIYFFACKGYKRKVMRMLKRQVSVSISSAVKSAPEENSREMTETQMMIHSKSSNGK
# UBC13 polyUb: inhibitors of human UBC13 polyubiquitin chain formation. P61088. TR-FRET. inhibition, % at 20 µM. 330,000 tested, 0.47% active. AID 485273; in the data active = inhibition above about 45%, passing the limit was not always enough
# Target sequence (P61088 whole entry, looked up): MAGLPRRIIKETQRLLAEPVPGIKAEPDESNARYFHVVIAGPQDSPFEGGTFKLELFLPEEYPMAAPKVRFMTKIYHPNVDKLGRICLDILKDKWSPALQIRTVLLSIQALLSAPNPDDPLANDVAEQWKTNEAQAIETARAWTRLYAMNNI
# SENP8 inh: inhibitors of human SENP8 protease; inhibition, % at 10 µM; AID 2540; 330,000 tested, 1.2% active; purified SENP8, Z-RLRGG-aminoluciferin cleavage, luminescence
# Starred values were filed as active, the others as inactive; . = no result given. Rule as the data show it, unless noted: active = inhibition above about 50%; inactive = the rest. The list is partial; the hit share may differ from the screen's.
SMILES,697 NFkB inh,CCR6 antagonist,Jurkat NFkB inh,Gli-Sufu antag,Apaf1 inhib,EBI2 block,UBC13 polyUb,SENP8 inh
CC(OC(=O)Cc1c[nH]c2ccccc12)C(=O)Nc1ccc(S(N)(=O)=O)cc1 (stereo not drawn),-2.0,15.5,-2.6,-9.8,5.3,-0.2,4.0,-8.1
CCc1ccc(/C=C2/SC(=S)N(CCC(=O)NCCCN3CCOCC3)C2=O)cc1,6.4,4.8,10.0,7.7,12.1,1.2,9.2,-9.6
COc1ccc(-c2nn(-c3ccccc3)cc2C(=O)N2CCN(S(=O)(=O)c3ccccc3C#N)CC2)cc1,-8.8,7.5,3.5,0.0,14.7,-4.0,3.0,-14.2
O=C(O)CNC(=O)CC1S/C(=N/N=C2\CSC(=O)N2)NC1=O (stereo not drawn),2.8,3.6,2.4,-8.2,-4.3,0.4,-16.6,6.0
CCOC(=O)c1sc(NC(=O)Cn2nnc3sc4c(c3c2=O)CCCC4)nc1C,2.3,8.0,1.6,-4.3,4.3,-13.5,-15.0,-2.5
CC(C)C(=O)Nc1nnc(SCC(=O)NCc2cccs2)s1,20.1,-2.1,-1.7,9.6,-3.7,8.0,11.5,-3.8
O=C(CC1OC(=O)c2ccccc21)Nc1ccccc1N1CCOCC1 (stereo not drawn),-7.1,-6.8,12.8,6.7,-13.4,3.7,2.6,-3.0
COc1ccc(-c2cc3c(=O)n(CC(=O)NCCCN4CCC(N5CCCCC5)CC4)ncn3n2)cc1,-71.5,-4.5,-112.1,-2.1,18.2,-10.3,27.1,4.5
O=S(=O)(c1ccc2ccccc2c1)N(CC1CO1)c1ccccc1 (stereo not drawn),27.7,9.3,8.9,-4.4,12.3,2.6,5.0,0.5
CCOCCOC(=O)C1=C(C)N(C)C(=O)NC1c1cc(Cl)c(O)c(OCC)c1 (stereo not drawn),2.2,4.3,-4.4,1.3,2.3,-0.2,-8.2,-6.9
COc1cc2c(cc1NC(=O)CSc1nnc(COc3ccc(Cl)cc3)n1C)oc1ccccc12,14.1,-15.0,10.9,14.4,6.8,8.5,14.9,2.3
CC(=O)N1CCN=C1SCc1ccc(Br)cc1,11.4,-1.2,-9.7,-4.3,1.4,1.1,4.7,2.0
CCC1CCCCN1C(=O)c1cccc(S(=O)(=O)Nc2cc(C(F)(F)F)ccc2Cl)c1 (stereo not drawn),18.8,-12.5,18.8,4.2,23.1,-2.3,-16.5,8.3
COc1ccc(OC)c(Nc2cc3ccccc3c(=O)[nH]2)c1,-5.9,1.9,4.1,-10.8,96.8*,-16.7,-102.1,88.1*
CCCc1ccc(C(=O)NNC(=O)c2ccc(Br)cc2)cc1,5.6,10.5,-1.5,-5.0,-0.4,26.4,-7.5,7.6
COc1ccc(C2C(C(C)=O)=C(O)C(=O)N2c2ccccn2)cc1 (stereo not drawn),-7.7,4.1,-13.2,-5.4,3.8,-7.4,-7.9,-2.6
COc1cccc(C2C(C#N)=C(N)OC3=C2C(=O)CCC3)c1OC(=O)c1ccco1 (stereo not drawn),6.9,5.7,6.4,-0.6,-5.1,-3.3,-3.9,-2.8
CCOC(=O)C1(C)NC(c2cccs2)C2C(=O)N(c3ccc(OC)cc3)C(=O)C21 (stereo not drawn),8.6,-10.4,7.7,0.5,1.3,-1.8,0.5,5.6
CCCCNC(=O)c1ccc(NC(=O)C2CCCO2)cc1 (stereo not drawn),-11.0,8.0,-7.9,1.3,10.0,2.2,-5.1,-4.7
COc1ccc(NC(=O)C2CCCN(S(=O)(=O)c3ccc4[nH]c(=O)ccc4c3)C2)cc1 (stereo not drawn),8.4,-3.4,4.1,-8.9,-7.3,-5.5,0.3,-5.0
Cc1ccc(S(=O)(=O)N2CCOCC2)cc1NC(=O)CN1CCN(C)CC1,1.7,-2.9,-11.9,0.1,-4.3,-3.1,7.1,0.4
CN(Cc1cnccn1)C(=O)C1CCC(=O)N(CCc2ccc(Cl)cc2)C1 (stereo not drawn),2.8,11.1,-10.3,-6.0,-14.2,-2.5,3.8,-8.9
O=C(Nc1ccc(Br)cc1)C1CC(O)CN1C(=O)OCc1ccccc1 (stereo not drawn),1.0,12.7,0.3,-27.7,9.9,-3.2,1.8,1.7
CCOC(=O)C1=NNC(C(=O)c2ccc(Cl)cc2)C1c1ccccc1 (stereo not drawn),15.1,41.3,6.9,3.4,12.4,15.2,4.7,-0.8
CON(C)c1nc(OCCNC(=O)OCc2ccc(Cl)cc2Cl)nc(N(C)C)n1,-11.2,-0.3,-8.4,1.8,1.3,1.6,1.8,-12.4

# 8 successive compounds already listed, quoted:
SMILES,697 NFkB inh,CCR6 antagonist,Jurkat NFkB inh,Gli-Sufu antag,Apaf1 inhib,EBI2 block,UBC13 polyUb,SENP8 inh
O=S(=O)(c1ccc2ccccc2c1)N(CC1CO1)c1ccccc1 (stereo not drawn),27.7,9.3,8.9,-4.4,12.3,2.6,5.0,0.5
CCOCCOC(=O)C1=C(C)N(C)C(=O)NC1c1cc(Cl)c(O)c(OCC)c1 (stereo not drawn),2.2,4.3,-4.4,1.3,2.3,-0.2,-8.2,-6.9
COc1cc2c(cc1NC(=O)CSc1nnc(COc3ccc(Cl)cc3)n1C)oc1ccccc12,14.1,-15.0,10.9,14.4,6.8,8.5,14.9,2.3
CC(=O)N1CCN=C1SCc1ccc(Br)cc1,11.4,-1.2,-9.7,-4.3,1.4,1.1,4.7,2.0
CCC1CCCCN1C(=O)c1cccc(S(=O)(=O)Nc2cc(C(F)(F)F)ccc2Cl)c1 (stereo not drawn),18.8,-12.5,18.8,4.2,23.1,-2.3,-16.5,8.3
COc1ccc(OC)c(Nc2cc3ccccc3c(=O)[nH]2)c1,-5.9,1.9,4.1,-10.8,96.8*,-16.7,-102.1,88.1*
CCCc1ccc(C(=O)NNC(=O)c2ccc(Br)cc2)cc1,5.6,10.5,-1.5,-5.0,-0.4,26.4,-7.5,7.6
COc1ccc(C2C(C(C)=O)=C(O)C(=O)N2c2ccccn2)cc1 (stereo not drawn),-7.7,4.1,-13.2,-5.4,3.8,-7.4,-7.9,-2.6

# (cont.)
SMILES,697 NFkB inh,CCR6 antagonist,Jurkat NFkB inh,Gli-Sufu antag,Apaf1 inhib,EBI2 block,UBC13 polyUb,SENP8 inh
Cc1ccc(C(=O)NCC(=O)OCCCn2c(=O)[nH]c3ccccc32)cc1,17.1,3.2,8.0,-10.6,2.9,-0.3,-0.3,-5.3
Cc1ccc(S(=O)(=O)/N=S(/c2ccccc2)C(C)C)cc1 (stereo not drawn),-0.9,-4.5,-1.9,-3.0,-9.4,18.6,5.2,-1.0
O=C(Cn1ccc(C(F)(F)F)n1)NNC(=O)c1ccco1,7.6,-6.8,2.1,-3.9,0.1,-0.5,-0.6,-11.3
Cc1ccc(-c2nnc(Oc3ccc(NC(=O)c4ccccc4)cc3)c3ccccc23)cc1,18.6,-8.9,14.8,11.9,15.5,12.8,-8.3,-9.3
CC(=O)c1ccc(N2CCN(c3ncc(C(F)(F)F)cc3Cl)CC2)cc1,-13.4,-20.2,20.8,-0.7,17.1,7.6,-0.3,-10.3
O=C(CSc1ncnc2c1oc1ccccc12)NCc1ccc(F)cc1,-7.9,1.4,6.1,9.1,2.5,-0.1,-103.7,10.0
COc1cc(C(=O)Oc2cc(C)[nH]c(=O)c2[N+](=O)[O-])cc(OC)c1OC,6.6,8.1,-5.2,6.1,-1.0,-10.2,-1.7,9.8
O=C(O)CNS(=O)(=O)c1cc(Cl)c(Cl)cc1Cl,11.0,-1.2,2.6,-20.2,-9.0,-2.5,6.2,5.2
Cc1ccccc1C(=O)NC1CCN(Cc2nnnn2C(C)(C)C)CC1,-61.4,9.9,-16.7,4.0,4.7,-3.3,-17.1,-10.5
Cc1ccc2oc(C(=O)N3CCC(C(N)=O)(N4CCCCC4)CC3)c(C)c2c1,-24.0,15.8,-2.9,12.1,3.6,26.3,3.1,-3.0
O=C(NCCCN1CCCC1)c1ccc(CS(=O)(=O)c2ccc(Cl)cc2)o1,7.8,6.7,1.4,17.1,0.4,-2.5,9.7,-3.8
NC(=S)NN=C(c1ccccc1)c1ccccc1,16.6,9.8,7.0,0.1,4.9,-3.3,7.6,-0.5
Cc1cccc(S(=O)(=O)Nc2nc3ccccc3nc2NCc2ccco2)c1,-31.6,13.2,-5.2,-8.8,8.9,-2.7,5.4,1.7
Cc1cccc(-c2nn(-c3ccccc3)cc2C(=O)NCC(c2cccs2)N2CCOCC2)c1 (stereo not drawn),-37.2,15.7,12.0,-2.0,30.7,13.1,2.1,8.7
CCn1c(CCCCc2n[nH]c(=S)n2CC)n[nH]c1=S,12.3,-10.4,-4.3,0.2,-15.4,-9.6,-3.9,-1.9
O=C(Cn1cc([N+](=O)[O-])cn1)Nc1nccs1,6.3,-5.8,12.6,3.5,-22.7,4.2,-0.9,4.3
C/C(=N\NS(=O)(=O)c1ccc([N+](=O)[O-])cc1)c1cccs1,-0.9,29.1,-3.2,-16.2,-0.2,-3.7,-18.6,-9.4
Cc1ccc(/C=N/Nc2nnc(Cc3ccccc3)c(=O)[nH]2)o1,8.2,23.3,-0.9,-6.5,-3.6,1.7,-4.2,-3.7
O=C(Cc1ccccc1)NCC(=O)OCC(=O)c1ccc([N+](=O)[O-])cc1,-12.9,5.0,18.7,6.9,-3.7,-0.8,-10.5,2.0
Cc1nc(C(F)(F)F)c(C(=O)NC(=O)Nc2ccccc2)s1,-24.0,-7.1,-11.6,-6.1,-5.0,-2.0,5.7,-5.2
Cc1cccc(C(=O)Nc2ccnc(-c3ccncc3)n2)c1,11.2,2.7,-0.9,6.5,8.4,-7.7,-7.4,-5.7
CCc1ccc2[nH]c(=O)c(CN(CCCN3CCOCC3)C(=O)Nc3ccc(Cl)cc3)cc2c1,13.0,-5.7,6.5,3.5,13.5,4.3,10.2,-9.1
NC(=O)C1(N2CCCCC2)CCN(C(=O)c2ccc(C#Cc3ccccc3)o2)CC1,20.5,46.8,17.5,-3.1,8.1,-2.8,10.0,-4.7
Cc1cc(COc2ccccc2O)on1,-10.4,12.4,-1.8,9.9,-7.9,-10.7,8.7,6.1
Cc1cc(=O)oc(C)c1C(=O)NCC1COc2ccccc2O1 (stereo not drawn),10.5,-17.2,6.4,2.8,-6.3,-9.3,-0.6,1.9
SMILES,697 NFkB inh,CCR6 antagonist,Jurkat NFkB inh,Gli-Sufu antag,Apaf1 inhib,EBI2 block,UBC13 polyUb,SENP8 inh
O=C(Nc1ccccn1)c1ccc(C(=O)Nc2ccccn2)cc1,-1.5,12.3,-44.9,-38.5,-6.7,-11.6,10.7,-10.3
O=C(OCc1ccccc1)C1=NNC2C(=O)N(c3ccc(Br)cc3)C(=O)C12 (stereo not drawn),6.9,-12.2,6.2,-18.7,7.0,-6.4,6.5,-5.9
O=C(CNC(=O)c1cccs1)OCC(=O)c1ccc(Br)cc1,11.4,18.6,1.9,0.5,1.0,-5.2,4.6,-5.0
O=C(N/N=C/c1ccc(OCCCF)cc1)c1cc(OCC(F)(F)F)ccc1OCC(F)(F)F,6.6,0.4,13.0,-3.1,0.2,-0.3,2.2,0.7
COC(=O)C1=C(C)N(CCCC(=O)O)C(=O)NC1c1cccc2ccccc12 (stereo not drawn),10.5,-8.9,12.7,-10.0,-3.7,4.2,-1.1,10.6
O=c1[nH]c(C(F)(F)F)nc2c1nnn2Cc1ccccc1F,-12.4,-2.5,-19.7,2.3,16.9,-7.0,-13.0,-7.7
Nc1ccc(N2CCN(CCCCN3C(=O)C4CCCN4C3=O)CC2)cc1 (stereo not drawn),-19.1,-2.7,-6.0,7.4,26.1,-17.7,0.9,-7.2
Cc1nc2c3ccccc3n(CCN3CCCCC3)c2s1,14.7,.,11.0,.,-10.5,.,6.8,8.1
O=C(NC(=S)Nc1cccc(Cl)c1N1CCCC1)c1ccc(-c2cccc([N+](=O)[O-])c2)o1,1.9,22.6,-8.4,5.6,8.4,-4.1,-28.9,-9.0
O=C(Nc1ccc(F)cc1)NC1(C(=O)NCc2ccc3c(c2)OCO3)CCCCC1,7.3,18.4,2.8,-2.6,2.2,-12.0,2.0,3.0

# High-throughput results deposited in PubChem BioAssay by Sanford-Burnham Center for Chemical Genomics.
